SKBR3 24h inh – SK-BR-3 proliferation inhibitors, primary screen, cell-based, human, 24 h; SK-BR-3 viability, CellTiter-Glo ATP luminescence; stronger effect = lower value; viability, % at 10 µM; actives 0.47% (n = 41,000); AID 847, 2007;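 active means viability at or below the median of all test compounds minus 3 SD, in both replicates if run twice, cut at about 45% in these data; inconclusive means duplicate replicates that disagree with each other; inactive means viability above that cutoff in every replicate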;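 further: 100% = median untreated cell wells and 0% = median positive control drug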
* marks the source's active call; other numbers are inactive results; ? = inconclusive. The list is partial. The share of hits here may be higher or lower than overall.

SMILES	SKBR3 24h inh
Clc1ccc(C(c2nnnn2C2CCCCC2)N(Cc2cccnc2)Cc2ccco2)cc1 (stereo not drawn)	131
CCOc1ccc(NC(=O)C/C(N)=N/O)cc1	78
O=C(NCc1ccccc1)C(c1cccnc1)N(Cc1ccco1)C(=O)c1ccccn1 (stereo not drawn)	79
CC1CCCCN1CCNC(=O)c1ccc2c(=O)n(CCc3ccccc3)c(=O)[nH]c2c1 (stereo not drawn)	80
CCCOn1c(OCC(C)C)nc2ccccc2c1=O	83
O=C(CSc1ncnc2nc[nH]c12)N1CCN(c2ccccc2)CC1	92
Cc1c(-c2ccccc2)nc(N)c(C#N)c1-c1ccco1	105
Cc1ccc(OCC(=O)O)c(-n2nc3ccccc3n2)c1	81
Cc1ccc(-c2nnc3c4ccccc4c(C)nn23)cc1S(=O)(=O)N1CCN(CCO)CC1	92
CC(=O)N1CCc2[nH]c3ccccc3c2C1	73
CC(=O)c1oc2ccccc2c1N	82
O=C1C2C3C=CC(C3)C2C(=O)N1c1ccccc1 (stereo not drawn)	113
CSc1nc2[nH]c3c(c2c2ncnn12)CCCC3	83
COc1ccc(C2CC(=O)c3cnc(N)nc3C2)c(OC)c1 (stereo not drawn)	108
O=C1CC(N2CCC(c3nc4ccccc4o3)CC2)C(=O)N1c1ccc(Cl)c(C(F)(F)F)c1 (stereo not drawn)	88
CNC(=O)CN(C#N)c1nc(N(C)C)nc(N(C)C)n1	90
Cc1cc2c(c(=O)n1C1CC1)C(c1cccc(Cl)c1)C(C#N)=C(N)O2 (stereo not drawn)	99
COC(=O)CSc1nnc(-c2cccnc2)n1-c1cc(OC)cc(OC)c1	105
CC(=O)Nc1nonc1-c1nc2ccccc2n1Cc1ccccn1	87
Cn1c(=O)c2c(nc(Br)n2CCc2ccccc2)n(C)c1=O	117
N#Cc1nc(-c2ccco2)oc1NCCN1CCOCC1	83
Nc1nonc1-c1nc2ccccc2[nH]1	86
Cc1cc(C)n(CC(=O)n2c3c(c4ccccc42)CCCC3)n1	69
CC(=O)NC1(C(F)(F)F)C(=O)NC(C)=C1C#N (stereo not drawn)	77
Cc1ccc(C(=O)c2coc3ccc(O)c(CN4CCN(C)CC4)c23)cc1	65
Cc1ccc(N(C(=O)Cn2nnc(-c3ccc(C)o3)n2)C(C(=O)NC2CCCC2)c2ccco2)cc1 (stereo not drawn)	92
[N-]=[N+]=CC(=O)CNC(=O)[C@@H](Cc1ccccc1)N1C(=O)c2ccccc2C1=O	82
COCCOC(=O)C1=C(N)OC2=C(C(=O)CC(C)(C)C2)C1c1cccnc1 (stereo not drawn)	90
CCC(C)N(C(=O)c1csnn1)C(C(=O)NCc1ccc(F)cc1)c1ccco1 (stereo not drawn)	94
O=C(CSc1oc(-c2ccco2)nc1S(=O)(=O)c1ccc(Cl)cc1)NCC1CCCO1 (stereo not drawn)	101
CCC(=O)N1CCN(C(C)=O)C1c1ccccc1 (stereo not drawn)	75
Cc1ccc(C(=O)N(CC(=O)NC2CCCC2)Cc2cccs2)s1	79
CSc1ccccc1NC(=O)COc1ccc(S(=O)(=O)N2CCCC2)cc1	94
CCSc1nnc2c(n1)OC=Nc1ccc(Br)cc1-2	74
Cc1nc(NC(C)C)c2oc3ccccc3c2n1	73
COC(=O)Nc1ccc(OCc2ccccc2)cc1	81
CCC(=O)N1CCN(c2ccc(NC(=O)c3ccco3)cc2)CC1	78
COC(=O)n1c(=O)oc2cc(S(=O)(=O)N3CCCCC3)ccc21	86
Cc1cc(N2CCN(c3ccccn3)CC2)n2c(nc3ccccc32)c1C#N	94
CSc1nc(NC(C)=O)nc(C)c1Cl	81
CC1(C)CC(=O)C2=C(C1)NC(SCC(=O)Nc1ccccc1)=C(C#N)C21CCCCC1	84
O=c1c2cn[nH]c2nc(SCc2ccc3c(c2)OCCO3)n1-c1ccccc1	104
Cc1ccc(C2C(C#N)=C(N)SC(N)=C2C#N)c(C)c1	102
Cc1nnc(SCC(=O)Nc2cc(C(F)(F)F)ccc2N2CCOCC2)o1	105
CCOc1cc(C)c(Cl)cc1S(=O)(=O)NCc1ccc2c(c1)OCO2	99
Cc1nc2cc(NC(=O)N3CCN(c4ccccn4)CC3)ccc2o1	91
CCN(CC)CCn1c(OC)cc(=O)[nH]c1=O	96
CCOc1ccccc1N/C=C/C(=O)C(C)(C)C	94
Cc1ccc(-c2nnc(CSc3nncn3N)o2)cc1	95
COc1ccc(C2(C(=O)O)CCCC2)cc1	98
CC1CN(C(=O)c2ccccc2)OC(c2ccc3c(c2)OCO3)O1 (stereo not drawn)	96
COc1cc2c(C#N)c(N3CCOCC3)nc(N)c2c(N)n1	81
Cc1nnc(C)n1/N=C/C=C/c1ccccc1	97
CCCS(=O)(=O)C(=C1NCCO1)S(=O)(=O)CCC	110
COc1ccccc1C(=O)N1CCN(C(=O)COc2cccc(C)c2)CC1	98
Cc1nc(C)c(-c2csc(Nc3cccnc3)n2)s1	89
CC(=O)NC1CC2CCC(C1)N2Cc1ccc(C)cc1 (stereo not drawn)	103
COc1ccc(Nc2nc(CC(C)=O)ns2)cc1OC	75
CCN(CC)CCNc1nc2c(c(=O)[nH]c(=O)n2C)n1CC(O)COc1ccc(Cl)cc1Cl (stereo not drawn)	73
CC12CC(NC(=O)N1Cc1ccccc1)c1ccccc1O2 (stereo not drawn)	102

Other compounds
SMILES	SKBR3 24h inh
Cn1c(=O)c2c(nc(Br)n2CCSc2ncccn2)n(C)c1=O	81
c1ccc2c(c1)nc(N1CCOCC1)c1c3ccccc3[nH]c21	108
O=c1cc(CN2CCN(c3ccccc3)CC2)c2cc(O)c(-c3ccccc3)cc2o1	104
O=C(O)c1ccccc1OCCOCCOc1ccccc1C(=O)O	97
CCn1c(CNC(=O)c2cccs2)nnc1SCC(=O)NCCc1ccccc1	94
COc1ccccc1C1/C(=C(/O)c2ccccc2)C(=O)C(=O)N1CC(C)C (stereo not drawn)	105
C1CN(c2nc3nonc3nc2N2CCOCC2)CCO1	95
Cc1cc(NC(=O)CSc2nc(-c3ccccc3)cs2)no1	83
COc1ccc(-c2cc(C(=O)Nc3cc(OC)c(OC)c(OC)c3)no2)cc1OC	88
COc1ccc(OCC(=O)c2c(O)c3ccccc3oc2=O)cc1	104
COc1ccc(-c2noc(CCC(=O)NC3CCCCC3)n2)cc1OC	107
CCCCn1nnnc1SCC(=O)Nc1ccc2c(c1)OCCO2	86
c1ccc(CNCCN2CCNCC2)nc1	91
Cc1ccc(CN2C(=O)CCC2C(=O)NC2CC2)cc1 (stereo not drawn)	80
O=C(Nc1ccccc1O)c1cc(S(=O)(=O)N2CCOCC2)ccc1Cl	92
CCN(C(=O)c1ccccc1Cl)c1ccccc1	98
CCOC(=O)C(C(C)=O)c1c(Br)c(O)c(O)c2c(C(=O)c3ccc(C)cc3)coc12 (stereo not drawn)	?
Cc1ccc(CNC(=O)Cn2ccc3ccccc3c2=O)o1	88
O=C(NC1CCCC1)C1CCCN(S(=O)(=O)c2ccc(-n3cnnn3)cc2)C1 (stereo not drawn)	93
Cc1nc2sc3c(c2c2nc(-c4ccco4)nn12)CCCC3	78
NC(=O)c1cccc2c(=O)oc3ccccc3c12	84
O=C(NCCCN1CCN(c2cccc(Cl)c2)CC1)C1CCC(=O)N1Cc1ccccc1Cl (stereo not drawn)	61
COc1ccccc1-n1c(SCC(=O)N2CCOCC2)nc(O)c(Cc2ccccc2)c1=O	94
CSc1nc2ccccc2n1CC(=O)Nc1c(C)n(C)n(-c2ccccc2)c1=O	84
Cc1onc(-c2ccccc2)c1C(=O)Nc1nc(-c2ccc(F)c(F)c2)cs1	53
COc1ccc(N(C(=O)Cn2nnc3ccccc32)C(C(=O)NCc2ccco2)c2ccc(C)o2)cc1 (stereo not drawn)	135
CCOc1ccc(Cc2nnc(N)s2)cc1OCC	96
COc1ccc(CN(C#N)c2nc(SC)nc(N(C)C)n2)cc1	99
N#Cc1c(N)nc(SC2CCCCC2=O)c(C#N)c1-c1ccco1 (stereo not drawn)	84
COC(=O)c1cc(S(=O)(=O)NC2CCN(Cc3ccccc3)CC2)cn1C	86
Cc1ccc(C(=O)OCc2cc3ccccc3[nH]c2=O)cc1	101
C=CCNC(=O)CNS(=O)(=O)c1ccc(F)cc1	115
Clc1ccc2c(c1)c1ccccc1n2CN1CCOCC1	103
CCOc1ccc2cc(C#N)c(SCC(=O)N3CCCC3)nc2c1	84
CN1CCc2c(n(CC(O)CN3C(=O)c4ccccc4S3(=O)=O)c3ccccc23)C1=O (stereo not drawn)	112
COc1ccc(O)c(-c2c(-c3ccc(Cl)cc3)n[nH]c2C)c1	88
COCCNC(=O)c1c(N)n(/N=C/c2cccs2)c2nc3ccccc3nc12	95
Cc1noc(C)c1COC(=O)c1cccc(S(=O)(=O)N2c3ccccc3CC2C)c1 (stereo not drawn)	82
COc1cccc(S(=O)(=O)NCc2ccc(C(=O)NCc3ccco3)cc2)c1	73
O=C(NCCCO)c1nc2ccccc2s1	87
O=C(Nc1cccnc1)c1ccccc1Oc1ccccc1	81
O=C(NCc1ccncc1)Nc1ccc(F)cc1	82
COc1ccc(/C=N/n2cnnc2)cc1COc1ccccn1	100
CCCCSc1nnc(-c2cc(Br)ccc2N)c(=O)[nH]1	87
COc1ccc(CC(CC(=O)O)C(=O)Nc2ccccc2)cc1 (stereo not drawn)	81
CC(NC(=O)c1csc2ccccc12)C1CCCO1 (stereo not drawn)	88
OC(CN1CCN(c2ccccc2)CC1)c1c[nH]c2ccccc12 (stereo not drawn)	115
COc1cc2[nH]c(=S)nc(NCC3CCCO3)c2cc1OC (stereo not drawn)	90
Nc1nnc(SCC(=O)NCc2ccc3c(c2)OCO3)s1	88
CCS(=O)(=O)N1CCCC(C(=O)NCCN2CCC(Cc3ccccc3)CC2)C1 (stereo not drawn)	100
CSc1nnc(-c2ccccc2Cl)n1N	102
O=C(CSC1=NCCS1)N1CCc2ccccc21	90
CN(c1ccc(C(=O)NCc2ccc3c(c2)OCO3)cc1)S(C)(=O)=O	93
Cn1c(CN2CCOCC2)c(C#N)c2ccccc21	88
O=C(CSc1oc(-c2ccccc2)nc1S(=O)(=O)c1ccc(F)cc1)NCC1CCCO1 (stereo not drawn)	96
Cc1ccc(NC(=O)COC(=O)C2=COCCO2)cc1	92
O=C(CN1CCOCC1)Nc1ccc(NC(=O)CN2CCOCC2)c(Cl)c1	104
Cc1ccc(S(=O)(=O)NCC(C)NS(=O)(=O)c2ccc(C)cc2)cc1 (stereo not drawn)	99
CS(=O)(=O)N1CCN(c2nc3ccccc3s2)CC1	89
COc1ccc(N(C)C(=O)CCS(=O)(=O)c2cccc3nonc23)c(OC)c1	71

2 of these compounds, set out differently.
| SMILES | SKBR3 24h inh |
| --- | --- |
| Cc1ccc(NC(=O)COC(=O)C2=COCCO2)cc1 | 92 |
| O=C(CN1CCOCC1)Nc1ccc(NC(=O)CN2CCOCC2)c(Cl)c1 | 104 |

Other results.
SMILES	SKBR3 24h inh
CCCCN(CC)C(=O)CSc1cc(=O)n(C)c2ccccc12	73
N#CC1=C2C=CC=CN2CC1=O	93
CCOC(=O)c1[nH]c2ccc(OCC)cc2c1NC(=O)CN1CCN(c2ccccn2)CC1	80
Cc1ccc(-c2nn3c(-c4cccc(Cl)c4)nnc3s2)cc1	115
COc1ccc(OCCC(=O)N2CCCCC2)cc1	99
COc1ccc(-c2cc(C(F)(F)F)n3ncc(C(=O)O)c3n2)cc1OC	85
CCc1noc(C)c1C(=O)Nc1ncc(C)s1	86
CN1CCN(C(=O)c2cnn(-c3ccccc3)c2NC(=O)c2ccccc2F)CC1	98
COc1ccc(CNC(=O)CCc2c(C)nc3ncnn3c2C)cc1	94
CCCc1cc(=O)[nH]c(/N=C(\N)Nc2ccccc2)n1	99
Cc1ccc(-c2ccc(=O)n(CCC(=O)NCc3ccccn3)n2)cc1	81
CCN(CC)c1ccc(NC(=O)c2c(OC)cccc2OC)c(C)c1	97
COc1cccc(C2CC(c3c(F)cccc3Cl)n3nc(N)nc3N2)c1 (stereo not drawn)	87
COc1cccc(C(=O)CSc2nnc(CNc3nc(-c4ccccc4)cs3)n2C)c1	75
COc1ccc(C2CC(=O)C3=C(C2)Nc2ncnn2C3c2ccccc2)cc1 (stereo not drawn)	102
CCn1c(CNC(=O)c2ccc(OC)c(OC)c2)nnc1SCC(=O)Nc1ccccc1	94
O=C(NCc1ccc2c(c1)OCO2)c1ccc(-n2cnnn2)cc1	110

Structures above that have a cyano group, in the order listed:
SMILES	SKBR3 24h inh
Cc1c(-c2ccccc2)nc(N)c(C#N)c1-c1ccco1	105
CNC(=O)CN(C#N)c1nc(N(C)C)nc(N(C)C)n1	90
Cc1cc2c(c(=O)n1C1CC1)C(c1cccc(Cl)c1)C(C#N)=C(N)O2 (stereo not drawn)	99
N#Cc1nc(-c2ccco2)oc1NCCN1CCOCC1	83
CC(=O)NC1(C(F)(F)F)C(=O)NC(C)=C1C#N (stereo not drawn)	77
Cc1cc(N2CCN(c3ccccn3)CC2)n2c(nc3ccccc32)c1C#N	94
CC1(C)CC(=O)C2=C(C1)NC(SCC(=O)Nc1ccccc1)=C(C#N)C21CCCCC1	84
Cc1ccc(C2C(C#N)=C(N)SC(N)=C2C#N)c(C)c1	102
COc1cc2c(C#N)c(N3CCOCC3)nc(N)c2c(N)n1	81
COc1ccc(CN(C#N)c2nc(SC)nc(N(C)C)n2)cc1	99
N#Cc1c(N)nc(SC2CCCCC2=O)c(C#N)c1-c1ccco1 (stereo not drawn)	84
CCOc1ccc2cc(C#N)c(SCC(=O)N3CCCC3)nc2c1	84
Cn1c(CN2CCOCC2)c(C#N)c2ccccc21	88
N#CC1=C2C=CC=CN2CC1=O	93

High-throughput results from PubChem.
